Screening data (PubChem)
p-CIP stab down: p/CIP-EGFP fusion destabilizers, primary screen, fluorescence, F442A cells; 16 h; Q05BA5; 290,000 compounds, 0.01% hits; AID 1984, 2009; decrease of EGFP signal, % at 10 µM;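 active means EGFP signal decrease of at least 30% at 10 µM or well 3 SD below plate mean, unless failing retest; inactive means the rest, including hits failing retest or dose response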; further: some compounds called inactive have numbers as strong as hits; many of its hits are not listed in these tables
MEKK2 WT-MEK5: modulators of MEK5 binding to wildtype MEKK2, primary screen, biochemical, multiplex bead flow cytometry, Alexa488-MEK5. Mitogen-activated protein kinase kinase kinase 2 (Homo sapiens), Q9Y2U5. Alexa488-MEK5 binding to MEKK2 WT; actives lie on both sides. binding response (% of control), % at 10 µM. 290,000 compounds, 1.1% hits. AID 1531, 2009; in the data active means binding response below about 67% or above about 130%
NALP1 yeast inh: NALP1 inflammasome inhibitors in reconstituted yeast, colorimetric, S. cerevisiae, triplicate retest | S. cerevisiae NALP1/ASC/caspase-1 growth, X-gal OD620, 72 h | 280,000 compounds, 0.61% hits | AID 2071, 2009 | inhibition, % at 10 µM; in the data active means inhibition mostly above about 24%, no sharp cut-off; inactive means mostly below about 32%; further: some compounds called inactive have numbers as strong as hits
IDE inh: human IDE inhibitors in live cells, primary screen, fluorescence polarization, HEK cells, FAbetaB substrate | 320,000 compounds, 0.41% hits | Insulin-degrading enzyme (Homo sapiens), P14735 | FAbetaB cleavage | AID 434962, 2010 | inhibition, % at 5.59 µM;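 active means percent inhibition above the average of all tested compounds plus 3 SD, set per screening campaign, cut at about 16% in these data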;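 further: IDE supplied by intact live HEK cells; FP after avidin binding of uncleaved biotin substrate so inhibition keeps polarization high; 0% = DMSO wells and 100% = 60 µM reference IDE inhibitor Ii1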
UBC9 SUMO inh: inhibitors of in vitro SUMOylation cascade, primary screen, biochemical, HTRF, uHTS | HTRF SUMOylation assay, SAE1/SAE2 + UBC9 | inhibition, % at 35 µM | 290,000 compounds, 0.36% hits | AID 2006, 2009; in the data active means inhibition above about 50%, passing the limit was not always enough; further: strong numbers were not always called active
Target sequence (P63279 whole entry, looked up): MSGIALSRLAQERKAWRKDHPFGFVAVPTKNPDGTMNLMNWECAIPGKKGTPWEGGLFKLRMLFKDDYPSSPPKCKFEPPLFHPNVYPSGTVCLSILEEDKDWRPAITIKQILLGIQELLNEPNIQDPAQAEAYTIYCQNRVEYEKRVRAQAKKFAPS
MEKK3 PB1 HTS: modulators of MEKK3-MEK5 PB1 binding, primary screen, biochemical, wildtype MEKK3, multiplex bead flow cytometry, Alexa488-MEK5; bead-based flow cytometry, Alexa488-MEK5 binding to MEKK3; actives lie on both sides; 0 = blocked by unlabeled MEK5, 100 = vehicle; 290,000 compounds, 1.4% hits; binding response (% of control), % at 10 µM;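 active means binding response more than 3 SD above or below the average of its plate-row segment, actives on both sides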;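 further: Alexa488 bead fluorescence after subtracting the streptavidin-only scavenger bead signal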
PfM18AAP inh: PfM18AAP inhibitors, malaria aminopeptidase, primary screen, biochemical, QFRET, recombinant enzyme | M18 aspartyl aminopeptidase (Plasmodium falciparum 3D7) | H-Glu-NHMec fluorogenic cleavage | inhibition, % at 7.35 µM | 290,000 compounds, 1.2% hits | AID 1822, 2009;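 active means inhibition above the campaign mean inhibition over all tested compounds plus 3 SD, cut at about 28% in these data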;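 further: 0% = plate median of test compound wells and 100% = 2 mM ZnCl2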
IDE act: human IDE activators in live cells, primary screen, fluorescence polarization, HEK cells, FAbeta-B substrate; 340,000 compounds, 0.073% hits; FAbeta-B cleavage; 0% vehicle, 100% cell-free pure enzyme wells; activation, % at 5.96 µM; AID 493087, 2011;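 active means activation above the mean of all tested compounds plus 3 SD, set per screening campaign, cut at about 17% in these data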
MEKK2mut PB1 HTS: MEK5 binding signal on mutant MEKK2 PB1, primary screen, biochemical, multiplex bead flow cytometry, Alexa488-MEK5. Alexa488-MEK5 binding to MEKK2 mutant. percent response, % at 10 µM. 290,000 compounds, 0.35% hits. AID 1530, 2009; in the data active means percent response above about 24%, passing the limit was not always enough; further: inactives centre near 1; some results filed as inactive read as strong as hits; reference of the scale not given here
Active calls of the source: *; / = no result given. This is a subset; count on the stated rates, not on these rows.

# | p-CIP stab down | MEKK2 WT-MEK5 | NALP1 yeast inh | IDE inh | UBC9 SUMO inh | MEKK3 PB1 HTS | PfM18AAP inh | IDE act | MEKK2mut PB1 HTS | Compound
1 | -7 | 98 | / | 4 | 37 | 96 | 3 | 1 | -8 | O=C(Cn1cc(C(F)(F)F)cc(Cl)c1=O)NCCc1ccc(Cl)cc1Cl
2 | -1 | 105 | 18 | -7 | 8 | 123 | -7 | -2 | 0 | O=C(NC1CCCCC1)c1cc(Cl)ccc1[N+](=O)[O-]
3 | -6 | 100 | 16 | -1 | 6 | 100 | 13 | 0 | 10 | O=C(CSc1cccc2cccnc12)N1CCCC1
4 | -6 | 105 | 7 | 0 | -7 | 106 | 2 | 2 | -1 | CCOc1ncccc1C(=O)Nc1nnc(C(CC)CC)s1
5 | 2 | 101 | 25 | 4 | 4 | 99 | -8 | 0 | 0 | Cc1nccn1CC(O)COc1ccc([N+](=O)[O-])cc1 (stereo not drawn)
6 | 1 | 102 | -18 | -2 | -2 | 102 | -2 | 1 | 0 | NC(=O)COC(=O)/C=C/c1ccccc1[N+](=O)[O-]
7 | 8 | 146* | 15 | -3 | -13 | 103 | 3 | 6 | 68* | Cc1ccc(NC(=O)COc2ccccc2C(=O)Nc2ccccc2)cc1Cl
8 | 0 | 97 | 16 | 0 | -15 | 97 | 24 | 1 | 1 | Cc1c(-c2n[nH]c(=S)n2-c2ccc(C(F)(F)F)cc2)nnn1-c1ccccc1
9 | 2 | 105 | 22 | -2 | -9 | 106 | -10 | 5 | 2 | CCCCC(=O)Oc1c(S(=O)(=O)c2ccccc2)c(C)nn1C(C)(C)C

As entered above.
Result for `Cc1ccc(NC(=O)COc2ccccc2C(=O)Nc2ccccc2)cc1Cl` under MEKK2mut PB1 HTS: 68*
Result for `O=C(Cn1cc(C(F)(F)F)cc(Cl)c1=O)NCCc1ccc(Cl)cc1Cl` under p-CIP stab down: -7
Result for `O=C(CSc1cccc2cccnc12)N1CCCC1` under IDE inh: -1

Three structures out of the list, arranged by SMILES length, rising.
# | p-CIP stab down | MEKK2 WT-MEK5 | NALP1 yeast inh | IDE inh | UBC9 SUMO inh | MEKK3 PB1 HTS | PfM18AAP inh | IDE act | MEKK2mut PB1 HTS | Compound
3 | -6 | 100 | 16 | -1 | 6 | 100 | 13 | 0 | 10 | O=C(CSc1cccc2cccnc12)N1CCCC1
5 | 2 | 101 | 25 | 4 | 4 | 99 | -8 | 0 | 0 | Cc1nccn1CC(O)COc1ccc([N+](=O)[O-])cc1 (stereo not drawn)
7 | 8 | 146* | 15 | -3 | -13 | 103 | 3 | 6 | 68* | Cc1ccc(NC(=O)COc2ccccc2C(=O)Nc2ccccc2)cc1Cl

Compounds 1–4, reprinted for reference:
# | p-CIP stab down | MEKK2 WT-MEK5 | NALP1 yeast inh | IDE inh | UBC9 SUMO inh | MEKK3 PB1 HTS | PfM18AAP inh | IDE act | MEKK2mut PB1 HTS | Compound
1 | -7 | 98 | / | 4 | 37 | 96 | 3 | 1 | -8 | O=C(Cn1cc(C(F)(F)F)cc(Cl)c1=O)NCCc1ccc(Cl)cc1Cl
2 | -1 | 105 | 18 | -7 | 8 | 123 | -7 | -2 | 0 | O=C(NC1CCCCC1)c1cc(Cl)ccc1[N+](=O)[O-]
3 | -6 | 100 | 16 | -1 | 6 | 100 | 13 | 0 | 10 | O=C(CSc1cccc2cccnc12)N1CCCC1
4 | -6 | 105 | 7 | 0 | -7 | 106 | 2 | 2 | -1 | CCOc1ncccc1C(=O)Nc1nnc(C(CC)CC)s1

Some entries already given, showing only UBC9 SUMO inh and PfM18AAP inh.
# | compound | UBC9 SUMO inh | PfM18AAP inh
6 | NC(=O)COC(=O)/C=C/c1ccccc1[N+](=O)[O-] | -2 | -2
7 | Cc1ccc(NC(=O)COc2ccccc2C(=O)Nc2ccccc2)cc1Cl | -13 | 3
8 | Cc1c(-c2n[nH]c(=S)n2-c2ccc(C(F)(F)F)cc2)nnn1-c1ccccc1 | -15 | 24
